Screening data from PubChem.
P. falciparum M17LAP: P. falciparum M17LAP inhibitors, primary screen, biochemical, fluorogenic H-Leu-NHMec substrate, 1536-well (AID 1619). inhibition, % at 30 µM, or IC50 in µM where a hit was titrated. recombinant M17LAP, H-Leu-NHMec fluorogenic kinetic assay; higher % means a stronger effect. actives 0.38% (n = 220,000);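 active means compound inhibiting the enzyme by more than half at any dose during confirmatory dose-response retesting; inconclusive means strong single-dose inhibitors picked by rank but not retested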;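 further: plate controls were full reaction with DMSO carrier for no effect and no enzyme background for full effect; strong numbers were not always called active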
Dynein transport: dynein cargo transport inhibition; 3617.4 mouse cells, GR-EGFP nuclear translocation imaging; test concentration mostly 20 µM; stimulated with dexamethasone, 1 µM; stronger effect = lower value; z-score, hits read low; actives 0.47% (n = 220,000);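 active means plate z-score of nuclear minus cytoplasmic receptor signal below a set negative limit, without overly bright fluorescence or cell loss, cut at about -3.5 in these data, passing the limit was not always enough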;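 further: z-score of nuclear minus cytoplasmic ring GR-EGFP intensity difference per well; some compounds called inactive have numbers as strong as hits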
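Also added: dexamethasone, 1.0 µM final. Medium: tet-free, stripped-serum medium. Detection: fixed, Hoechst-stained cells imaged at 10x for EGFP. Read-out: nuclear-to-cytoplasmic GR-EGFP distribution per well. Times: induction 48 h, compound 1 h, agonist 30 min.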
Autophagy mod: alters autophagy in cells | MEF GFP-LC3 puncta imaging; test concentration mostly 10 µM | AID 463193 | actives 0.98% (n = 190,000) | calls only at 10 µM (by protocol);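 active means percentage of spot-positive cells more than 3 SD above its plate mean, without a fluorescence outlier flag or 80% toxicity; inconclusive means no clear call, values can overlap the other calls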;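 further: spot-positive cell cutoff set from DMSO-treated cells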
ER stress rescue: rescue of cells from ER stress-induced death, primary screen, 384-well, CSM14.1, thapsigargin, ATP luminescence (AID 1222) | CSM14.1 thapsigargin-induced death rescue, ATP luminescence; higher % means a stronger effect | cellular ATP content (survival), % at 20 µM; hits with a dose series show EC50 in µM | 190,000 tested, under 10 active;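 active means EC50 below 50 µM in the dose-response confirmation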;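 further: death triggered by thapsigargin at about 15 µM added after 2 h compound pretreatment; cell ATP read after overnight thapsigargin exposure of roughly 18 to 22 hours; normalized against plate controls of thapsigargin alone and 5% DMSO vehicle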
Ins promoter up: MIN6 insulin promoter up-regulation; AID 1625; actives 0.3% (n = 190,000); z-score at 5 µM; MIN6 insulin promoter-GFP reporter, high-content imaging; stronger effect = higher value;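 active means z-score above 3 at 5 µM with at least 500 cells counted in the well; inconclusive means wells under 500 cells, flagged as cytotoxic or low count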
Lipid droplet: hepatic lipid droplet formation modulation; AML12 mouse hepatocytes, oleate lipid droplets, BODIPY imaging; inhibition, % at 6.5 µM; actives 0.4% (n = 240,000);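 active means lipid droplet intensity inhibited by at least 50%, with more than 500 cells counted; inconclusive means wells with under 300 cells, treated as cytotoxic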
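Material: mouse AML12 hepatocyte cell line, fixed after treatment; Timing: compound with oleate, overnight; Technique: high-content imaging of BODIPY-stained droplets and DAPI nuclei; Probe or stimulus: oleate, 100 µM final; Dosing: compound at 6.5 µM only.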
Yfh1-depleted yeast: mitochondrial function rescue without frataxin homolog – Friedreich's ataxia, plus single-dose screen, dose response (AID 1465); S. cerevisiae Yfh1-off respiration, WST-1 reduction, 72 h; higher fold induction means a stronger effect; one-dose fold induction at 50 µM; EC50 in µM for titrated hits; actives 0.074% (n = 220,000);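 active means fold induction of absorbance versus untreated yeast above a set limit, then at least 30% activation at any dose in follow-up; inconclusive means repeats straddling the limit, or above it without dose testing; inactive means fold induction below the set limit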;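 further: activators that raise dye reduction in frataxin-depleted yeast; strong numbers were not always called active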
MT stabilize HCS: microtubule stabilizers in HeLa cells; HeLa tubulin immunostaining HCS, 24 h; share of cells brighter than vehicle mean+2SD; actives 0.83% (n = 200,000); % tubulin-high responders, % at 10 µM;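 active means plate Z-score above 3 for both tubulin-high and condensed-nucleus cell shares, with cell loss under 80%, at 10 µM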;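 further: anti alpha tubulin signal scored within the nucleus-defined area of each cell; some results filed as inactive read as strong as hits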
P. falciparum M1AAP: P. falciparum M1AAP inhibitors, biochemical, fluorogenic H-Leu-NHMec substrate, 1536-well (AID 1445); inhibition, % at 30 µM, or IC50 in µM where a hit was titrated; recombinant M1AAP, H-Leu-NHMec fluorogenic kinetic assay; higher % means a stronger effect; actives 0.42% (n = 220,000);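 active means primary inhibition above the hit cutoff, then over 50% inhibition at one or more dose response concentrations, cut at about 23% in these data, passing the limit was not always enough; inconclusive means conflicting primary data, or primary hits not chosen for dose response; inactive means low primary inhibition, or under 50% at every dose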;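 further: plate controls were DMSO full reaction for no effect and no enzyme background for full effect; strong numbers were not always called active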
Dynein transport cytoplasmic EGFP: second read-out of Dynein transport, no call of its own (marks repeat the call); z-score; measured here: cytoplasmic GR-EGFP intensity; stronger effect = higher value
Dynein transport nuclear GR-EGFP: further read-out of Dynein transport, marked with its call; z-score; measured here: nuclear GR-EGFP intensity;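 lower value marks the stronger effect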
Dynein transport cell count: further read-out of Dynein transport, marked with its call; z-score; measured here: cell count per field
Ins promoter up cell count: recorded beside Ins promoter up, whose call it bears; cell count; measured here: cytotoxicity, nuclei count;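 total cells summed across four imaged fields per well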
Lipid droplet cells 6.5 µM: also measured in Lipid droplet; calls as there; cell count; measured here: cell count, cytotoxicity flag;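 cells counted across two imaged fields per well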
MT stabilize HCS Hoechst-high %: recorded beside MT stabilize HCS, whose call it bears; % Hoechst-high responders; measured here: nuclear condensation Hoechst responders;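 share of cells brighter than vehicle mean plus two SD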
MT stabilize HCS cytotoxicity %: also measured in MT stabilize HCS; calls as there; toxicity, %; measured here: cytotoxicity by cell density;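 0% = mean cell density of plate MIN control wells and 100% = no cells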
Autophagy mod cell loss 18 h: recorded beside Autophagy mod, whose call it bears; toxicity, %; measured here: cell loss, nuclei count;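 cell loss after 18 h compound exposure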
* hit, by the source's call; i = inactive; ? = inconclusive; . = not tested or not shown. Some of the compounds tested; the hit share may differ from the screen's.

SMILES	P. falciparum M17LAP	Dynein transport	Dynein transport cytoplasmic EGFP	Dynein transport nuclear GR-EGFP	Dynein transport cell count	Autophagy mod	Autophagy mod cell loss 18 h	ER stress rescue	Ins promoter up	Ins promoter up cell count	Lipid droplet	Lipid droplet cells 6.5 µM	Yfh1-depleted yeast	MT stabilize HCS	MT stabilize HCS Hoechst-high %	MT stabilize HCS cytotoxicity %	P. falciparum M1AAP
Cc1c(NC(=O)C(C)OC(=O)Cc2ccccc2)c(=O)n(-c2ccccc2)n1C (stereo not drawn)	11%	-0.63	-0.2	-0.21	-0.051	i	-15	-0.1%	0.5	858	5	837	i	1.1	1.2	14	8%
O=C1NC(=O)N(c2ccccc2F)C(=O)/C1=C/c1ccc(Sc2nc3ccccc3[nH]2)o1	48%	1.1	-0.25	0.21	-0.51	i	21	1.1%	0.43	1225	1	662	i	4.6	1.8	6.8	?
CC1C(C)N1CC(O)Cn1ccnc1[N+](=O)[O-] (stereo not drawn)	6%	-0.37	-0.25	0.23	1.1	.	.	.	.	.	-3	752	i	.	.	.	9%
CN(C)CCN=Cc1c(O)n(CCC2=CCCCC2)c(=O)[nH]c1=O	-3%	-0.48	-0.28	0.032	0.57	i	-21	-0.3%	1.4	963	.	.	i	2.9	1.8	8.5	4%
Cc1nc(SCc2c(Cl)cccc2Cl)nc(OC(=O)N(C)C)c1C	1%	-0.62	0.8	-0.055	-0.024	.	.	.	-0.02	1074	-10	693	i	.	.	.	2%
CCOC(=O)N(CC)c1ccc(C(O)(C(=O)OC)C(F)(F)F)cc1 (stereo not drawn)	-6%	0.19	-0.24	0.19	0.88	i	-2	.	0.34	1296	0	675	i	3.3	3.0	1.7	-2%
COc1cc(/C=C2\C(=O)NC(=O)N(c3ccc(C)cc3)C2=O)cc(OC)c1O	19%	-1	-0.29	-0.61	0.73	i	-3	0.3%	.	.	16	694	i	3.5	2.5	3.8	15%
CN1CCN(c2nc(Cl)ncc2F)CC1	2%	0.64	0.092	0.49	-0.75	i	19	-1.0%	.	.	2	751	i	1.3	0.6	8.5	-2%
COc1cc(/C=C2/C(=O)NC(=O)N(c3ccccc3)C2=O)ccc1O	33%	-0.27	-0.32	-0.52	0.44	i	0	-0.3%	-0.33	1389	17	724	i	5.7	1.9	4.5	5%
CC(Cl)(Cl)/C(=N/P(=S)(N1CCOCC1)N1CCOCC1)N1CCOCC1	0%	0.53	-0.21	0.17	-0.51	.	.	.	-0.89	1046	1	763	i	.	.	.	5%
CNC(C)Cc1ccccc1Sc1ccc(O)cc1 (stereo not drawn)	2%	1.8	-0.18	1.3	-0.92	i	9	1.7%	-1	1386	.	.	i	2.6	1.9	7.3	2%
Clc1cnc(Oc2ccc(Oc3ncc(Cl)cc3Cl)cc2)c(Cl)c1	0%	-0.65	-0.18	-0.098	0.29	i	-11	-1.1%	0.37	763	18	774	i	1.6	2.0	5.3	-4%
O=C1C2CCCN2C(c2cccnc2)N1c1ccc(Cl)cc1 (stereo not drawn)	2%	-0.23	-0.079	-0.097	0.98	i	7	-1.3%	0.47	1426	.	.	i	8.2	1.9	7.0	1%
CCn1cc(C(=O)c2ccccc2)c2ccccc21	-6%	0.84	-0.27	0.49	0.48	i	-3	-1.0%	.	.	10	807	i	2.5	2.4	0.1	8%
O=c1c2ccccc2nc(/C=C/c2ccc3c(c2)OCO3)n1-c1ccccc1	1%	-0.38	-0.15	-0.33	-0.08	i	6	14%	0.4	1325	13	724	i	5.8	2.5	4.7	8%
CCC(=Nc1ccccc1NC(C)=O)c1c(O)n(C)c(=O)n(C)c1=O	0%	0.61	-0.15	0.19	-0.33	i	1	.	0.29	1025	10	710	i	3.6	2.7	5.4	2%
NCCCN1CCN(c2ccccc2)CC1	3%	0.47	-0.24	0.084	-0.15	.	.	.	0.04	1396	-7	701	i	.	.	.	1%
CCN(CC)CCCN=Cc1c(O)n(-c2cccc(C)c2C)c(=O)[nH]c1=O	-49%	1.1	0.021	0.58	-0.55	i	8	1.3%	-0.13	1066	.	.	i	2.7	1.6	7.4	0%
Cc1ccc2c(c1)=C/C(=C\c1c(O)[nH]c(=S)[nH]c1=O)C(=O)N=2	26%	-0.24	-0.3	-0.26	0.57	i	17	-0.8%	-0.75	1500	-5	671	i	6.1	4.8	2.8	18%
OC1C2CN3CN(C2)CC1(c1ccccc1)C3 (stereo not drawn)	-9%	-0.47	-0.12	0.18	0.2	.	.	.	-0.05	1073	1	718	i	.	.	.	-4%
Cc1ccc2occ(CN3CC4CC(C3)c3cccc(=O)n3C4)c(=O)c2c1 (stereo not drawn)	3%	0.32	-0.19	0.35	0.069	i	-2	2.3%	-1.6	1166	.	.	i	5.9	2.0	7.3	0%
Cn1c(O)c(C(=Nc2ccc(F)cc2)c2ccccc2)c(=O)n(C)c1=O	4%	-0.38	-0.24	-0.26	0.43	.	.	.	0.59	1098	13	750	i	.	.	.	3%
Cc1ccc2c(c1)C1CN(C)CCC1N2C(=O)/C=C/c1ccc2c(c1)OCO2 (stereo not drawn)	12%	1.3	-0.29	1	-0.92	i	0	-0.8%	-0.61	1176	-6	659	i	7.8	8.9	2.2	13%
CC(CN1CCOCC1)OC(=O)Cc1ccccc1 (stereo not drawn)	-13%	0.15	-0.071	0.32	-1.4	i	22	.	1.4	1218	15	675	i	3.8	1.8	8.0	3%
Cc1cc(C=C2C(=O)NC(=O)NC2=O)c(C)n1-c1ccncc1	1%	1.2	-0.23	0.62	-1	i	-4	0.8%	.	.	-11	728	i	2.8	2.0	4.8	3%
SMILES	P. falciparum M17LAP	Dynein transport	Dynein transport cytoplasmic EGFP	Dynein transport nuclear GR-EGFP	Dynein transport cell count	Autophagy mod	Autophagy mod cell loss 18 h	ER stress rescue	Ins promoter up	Ins promoter up cell count	Lipid droplet	Lipid droplet cells 6.5 µM	Yfh1-depleted yeast	MT stabilize HCS	MT stabilize HCS Hoechst-high %	MT stabilize HCS cytotoxicity %	P. falciparum M1AAP
COc1ccc(N=Nc2c(O)[nH]c(=S)[nH]c2=O)cc1	9%	-1.1	-0.1	-0.65	1.3	i	24	-0.6%	-0.78	1265	-36	623	?	1.3	2.1	7.6	15%
C/C(=N\Nc1ccccc1)c1c(O)[nH]c(=O)[nH]c1=O	-2%	1.8	-0.18	1.4	-0.66	.	.	.	-0.12	1058	-8	719	i	.	.	.	9%
CC(=NCc1ccco1)c1c(O)n(-c2ccccc2C)c(=O)[nH]c1=O	-1%	1.2	-0.24	0.47	0.16	.	.	.	0.22	1098	11	691	i	.	.	.	0%
COc1cc2c(cc1OC)[C@@H]1C(=O)c3ccc4c(c3O[C@@H]1CO2)C[C@H](C(C)C)O4	5%	1.3	-0.2	0.38	-0.96	.	.	.	?	.	-79	520	i	.	.	.	1%
Cc1ccsc1C(=O)C1CCCN(Cc2ccc(-n3cccn3)cc2)C1 (stereo not drawn)	.	-0.025	-0.24	0.49	-0.1	i	-2	-1.0%	-0.75	1515	-27	672	i	2.7	1.9	9.5	.
COc1ccc(CNC(=O)C(NC(C)=O)C(C)C)cc1OC (stereo not drawn)	1%	0.43	-0.37	-0.081	0.96	i	7	-0.5%	0.46	1402	0	698	i	4.6	1.2	7.3	4%
CCOC(=O)C1CN(C)CCC1=O (stereo not drawn)	17%	1.6	-0.15	1	-1.3	i	1	-0.9%	-0.15	1583	.	.	i	3.0	1.9	3.4	-1%
CCOC(=O)c1c(-c2ccc(-c3ccccc3)cc2)csc1NC(=O)C1C2CCC(O2)C1C(=O)O (stereo not drawn)	6.1µM*	0.72	-0.056	0.27	-3.2	i	16	-2.0%	.	.	.	.	i	2.9	1.0	1.5	4%
CCNc1nc2[nH]c(=O)c3c(c2s1)OC(N)=C(C#N)C3c1cccs1 (stereo not drawn)	0%	-0.41	-0.19	0.18	1.5	i	-27	-1.2%	0.71	1454	.	.	.	4.0	1.3	2.6	9%
CC/C(=N\NC(=S)Nc1ccccc1)c1c(O)[nH]c(=O)[nH]c1=O	29%	-0.34	0.035	0.29	-0.41	.	.	.	0.05	1007	-1	704	i	.	.	.	10%
COP(=O)(OC)Oc1ccc(C(O)C(Cl)(Cl)Cl)cc1 (stereo not drawn)	-2%	0.046	-0.22	-0.05	-0.43	.	.	.	0.01	1081	7	714	i	.	.	.	6%
O=C1NC(=O)C2(Cc3ccccc3N3CCOCC32)C(=O)N1c1ccccc1 (stereo not drawn)	1%	-0.39	-0.28	-0.078	0.42	i	-8	-0.5%	0.67	1063	.	.	i	5.5	2.8	5.5	6%

Two compounds drawn at random from those above:
SMILES	P. falciparum M17LAP	Dynein transport	Dynein transport cytoplasmic EGFP	Dynein transport nuclear GR-EGFP	Dynein transport cell count	Autophagy mod	Autophagy mod cell loss 18 h	ER stress rescue	Ins promoter up	Ins promoter up cell count	Lipid droplet	Lipid droplet cells 6.5 µM	Yfh1-depleted yeast	MT stabilize HCS	MT stabilize HCS Hoechst-high %	MT stabilize HCS cytotoxicity %	P. falciparum M1AAP
CCOC(=O)C1CN(C)CCC1=O (stereo not drawn)	17%	1.6	-0.15	1	-1.3	i	1	-0.9%	-0.15	1583	.	.	i	3.0	1.9	3.4	-1%
COc1ccc(CNC(=O)C(NC(C)=O)C(C)C)cc1OC (stereo not drawn)	1%	0.43	-0.37	-0.081	0.96	i	7	-0.5%	0.46	1402	0	698	i	4.6	1.2	7.3	4%
